GAA spleen mod: inhibitors or activators of human alpha-glucosidase in spleen homogenate; P10253; human spleen homogenate, 4-MU-alpha-glucoside fluorescence; Potency, µM (series often up to 79.9 µM), without a hit: at the highest dose activity change, negative = inhibition, hits mostly inhibitors; 240,000 tested, 0.006% active;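 also: 0% = enzyme with vehicle and -100% = no enzyme basal signal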
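Human spleen homogenate (1 ug) with 4-methylumbelliferyl-alpha-D-glucopyranoside (1 mM final) in 50 mM citrate/phosphate pH 5.0, 0.01% Tween-20; 40 min at 37 C. Stopped at pH 10; 4-MU fluorescence Ex 365/Em 440 nm; AC50 by Hill fit.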
L3MBTL1 block: inhibitors of human L3MBTL1; AlphaScreen L3MBTL1–H3K9me1 peptide binding; 230,000 tested, 0.66% active; Potency, µM (doses to about 57.1 µM), for the others: at the highest dose activity, negative = inhibition, usual class: inhibitors; AID 485360; also: nearly all actives have a fitted effect of over 60% in size
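First, the protein-peptide complex forms for 30 min at room temperature (L3MBTL1 50 nM, biotinylated H3K9me1 peptide 75 nM). Next, compounds are pin-transferred and incubated 30 min. Finally, AlphaScreen beads are added and read after 30 min.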
RECQ1 inh: blocks DNA unwinding by human RECQ1; Potency, µM (doses to about 57.3 µM), for the others: top-dose activity, negative = inhibition, most hits filed as inhibitors; 240,000 tested, 0.54% active; P46063; RECQ1 DNA unwinding, red fluorescence kinetic read; AID 2549;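 also: plate controls were vehicle for no effect and no enzyme for full effect; nearly all actives have a fitted effect of over 30% in size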
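50 nM RECQ1T1 preincubated 15 min with compound in Tris pH 8.0 buffer with MgCl2, DTT, Tween-20 and 2.5 ug/ml poly(dI-dC); started with 200 nM TAMRA/BHQ-2 forked duplex and 2 mM ATP. Unwinding read as fluorescence (525/598 nm), two reads 2 h apart.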
GAA glycogen: inhibitors or activators of human alpha-glucosidase glycogen cleavage. recombinant GAA, glycogen substrate, Amplex Red glucose oxidase fluorescence. Potency, µM (doses to about 76.4 µM), without a hit: top-dose activity change, negative = inhibition, most hits filed as inhibitors. 300,000 tested, 0.38% active. AID 2100;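 also: 0% = full enzyme reaction and -100% = no-enzyme basal signal; the screen sought inhibitors and activators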
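qHTS, 1536-well; enzyme 4 nM final; cpd up to 77 uM; substrate bovine liver glycogen 30 ug; 50 mM citrate/phosphate pH 5.0, 0.01% Tween-20; 37 C, 40 min; Amplex Red detection 45 min RT; Hill fit → AC50.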
RGS12 GoLoco inh: inhibitors of human Gai1-RGS12 GoLoco interaction (red fluorophore). P63096. Gai1:RGS12 GoLoco peptide FP, rhodamine, 10 min. Potency, µM (highest dose often 61.6 µM), for the others: at the top dose activity, negative = inhibition, hits mostly inhibitors. 230,000 tested, 0.44% active; active = well fitted inhibition curve with a large enough effect, not every such curve was filed as active; inactive = no such curve, though single readings can be large or run the other way; also: nearly all actives have a fitted effect of over 30% in size; many of its hits are not listed in these tables
Target sequence (P63096 whole entry, looked up): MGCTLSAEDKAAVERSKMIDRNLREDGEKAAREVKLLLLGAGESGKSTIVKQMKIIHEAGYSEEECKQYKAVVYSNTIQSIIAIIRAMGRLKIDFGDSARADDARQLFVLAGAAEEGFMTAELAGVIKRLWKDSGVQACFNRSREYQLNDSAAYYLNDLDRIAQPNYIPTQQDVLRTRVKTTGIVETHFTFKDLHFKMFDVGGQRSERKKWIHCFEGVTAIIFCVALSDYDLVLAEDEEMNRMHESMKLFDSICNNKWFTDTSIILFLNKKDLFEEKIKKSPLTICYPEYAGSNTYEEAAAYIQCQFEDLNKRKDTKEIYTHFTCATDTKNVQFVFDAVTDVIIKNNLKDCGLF
TR SRC2 fluor cs: counter-screen for TRb-SRC2 inhibitors: fluorescence interference | TRb/SRC2 Texas Red total fluorescence interference | Potency, µM (doses to about 106 µM), inactives show at the top dose fluorescence change, negative = quenching | 280,000 tested, 0.29% active | AID 1479; active = well fitted curve in either direction with a large enough effect; inconclusive = small, poorly fitted or top-dose-only effect
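Flags fluorescent or light-absorbing compounds by total fluorescence, S + 2P, at 555 nm excitation and 632 nm emission. Mixture: 20 nM Texas Red SRC2 peptide, 0.6 uM human TRb LBD, 1 uM T3, 5% DMSO; compound exposure 5 h at ambient temperature.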
TRb-SRC2 inh: disrupts binding of human TR beta to SRC2. TRbeta-SRC2 peptide binding, fluorescence polarization; receptor liganded with 1 µM T3. Potency, µM (top dose mostly 106 µM), for inactives: at the top dose activity change, negative = inhibition, most hits filed as inhibitors. 280,000 tested, 0.065% active. AID 1469;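 also: plate controls were bound peptide for no effect and peptide without receptor for full effect; nearly all actives have a fitted effect of over 50% in size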
Target sequence (P10828 whole entry, looked up): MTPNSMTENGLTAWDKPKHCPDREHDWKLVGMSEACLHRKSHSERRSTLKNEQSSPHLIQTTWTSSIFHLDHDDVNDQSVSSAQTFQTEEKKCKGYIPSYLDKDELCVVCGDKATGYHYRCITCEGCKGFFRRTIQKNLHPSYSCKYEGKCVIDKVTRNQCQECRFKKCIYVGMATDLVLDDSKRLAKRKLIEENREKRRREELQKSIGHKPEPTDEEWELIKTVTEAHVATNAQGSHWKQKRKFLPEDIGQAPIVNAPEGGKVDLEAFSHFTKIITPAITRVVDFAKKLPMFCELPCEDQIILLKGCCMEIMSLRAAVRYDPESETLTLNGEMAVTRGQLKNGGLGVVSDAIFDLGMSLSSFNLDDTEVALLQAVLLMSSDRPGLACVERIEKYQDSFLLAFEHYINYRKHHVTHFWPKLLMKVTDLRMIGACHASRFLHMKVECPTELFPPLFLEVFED
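Read-out is fluorescence polarization (555 nm excitation, 632 nm emission) of a Texas Red SRC2 coactivator peptide; loss of signal reflects blocked binding to human TRb ligand-binding domain in the presence of 1 uM T3.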
GAA inh: blocks human lysosomal alpha-glucosidase | 200,000 tested, 0.005% active | purified human GAA, 4-MU-alpha-glucoside fluorescence | Potency, µM (top dose mostly 76.9 µM), without a hit: at the top dose activity change, negative = inhibition, usual class: inhibitors | AID 1466 | P10253;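 also: plate controls were uninhibited enzyme wells for no effect and no-enzyme background for full effect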
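Endpoint fluorogenic read: 20 min room-temperature reaction of 4 nM human alpha-glucosidase with 400 uM 4-methylumbelliferyl-alpha-D-pyranoside, pH 5.0, quenched with 1M NaOH/1M glycine pH 10. AC50 from Hill modeling.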
* marks the source's active call; other numbers are inactive results; i = inactive; u = inconclusive; x = no result given; & = joins results of further samples; [ ] = remark or other dose. Unless noted, calls follow the shape of the dose curve; as a rule, active = well fitted curve in the direction sought with a large enough effect; inconclusive = small, poorly fitted or top-dose-only effect, or another doubt; inactive = no such curve, though single readings can be large; an effect the other way counts as inactive or inconclusive. Unless noted, % is scaled to controls: 0 for no effect and ±100 for the full control effect; potency is read from the fitted curve at half-maximal effect.

#	SMILES	GAA spleen mod	L3MBTL1 block	RECQ1 inh	GAA glycogen
1	CN1CCCN(C(=O)c2cc(=O)[nH]c3ccccc23)c2nc3ccccc3nc21	-2%	-5%	i	-7%
2	Cc1cc(C)n(CCCN2C(=O)c3cccc4cccc(c34)C2=O)n1	1%	4%	i	11%
3	CN1CCN(C2=C(Cl)C(=O)N(c3ccc(Cl)c(Cl)c3)C2=O)CC1	1%	-1%	0%	-5%
4	CCCCc1c(C)nc2cc(-c3ccco3)[nH]n2c1=O	-2%	-5%	-8%	-9%
5	O=C(O)c1cc([N+](=O)[O-])ccc1N1CCC(Cc2ccccc2)CC1	-7%	4%	-7%	-3%
6	Cc1cc(Nc2ccccc2C(=O)O)nc2nc3ccccc3c(=O)n12	-17%	0%	-2%	4%
7	CN(c1ccccc1C(N)=O)S(=O)(=O)c1ccccc1	-9%	-1%	-4%	-6%
8	C/C(=N/Oc1nc(C)cc(C)n1)c1ccc(F)cc1	2%	-6%	-16%	3%

#	RGS12 GoLoco inh	TR SRC2 fluor cs	TRb-SRC2 inh	GAA inh
1	-18%	-2%	-4%	0%
2	0%	0%	3%	5%
3	-2%	1%	-3%	-6%
4	4%	1%	-6%	x
5	x	-2%	-3%	-4%
6	6%	2%	-3%	0%
7	8%	-5%	-2%	0%
8	3%	-3%	4%	3%

As entered above.
entry 3 | GAA spleen mod: 1%
entry 1 | GAA spleen mod: -2%

Next part:
#	SMILES	GAA spleen mod	L3MBTL1 block	RECQ1 inh	GAA glycogen
9	COC1[C@@H](OC)C[C@H](C)[C@@H](OC)C2=CC(=O)C=C(NC(=O)/C(C)=C/C=C\[C@H](OC)[C@@H](OC(N)=O)/C(C)=C/[C@@H]1C)C2=O (stereo partly specified)	-7%	x	-17%	x
10	N#Cc1c(N2CCOCC2)nsc1-c1ccccc1	-3%	30%	i	7%
11	C=C1CSc2nc(=O)c3c(C)c(C)sc3n21	2%	u	-7%	-12%
12	C[C@@]12C(=O)OC(=O)[C@]1(C)[C@H]1CC[C@@H]2O1	9%[29.1 µM]	x	i	x
13	N#C/C(=C\c1cn(Cc2ccccc2F)c2ccccc12)C(=O)NCc1ccco1	-2%	5%	-9%	11%
14	CC(=O)c1cc(C#N)c(N(C)Cc2ccccc2)nc1C	1%	22%	-3%	-16%
15	CCC(CC)Nc1ccc(C(CC(N)=O)NC(=O)Cc2ccc(Br)cc2)cc1[N+](=O)[O-] (stereo unspecified)	2%	x	25%	3%
16	O=S(=O)(c1cccc(C(F)(F)F)c1)N1CCC(O)(c2cccnc2)CC1	3%	6%	-3%	9%

#	RGS12 GoLoco inh	TR SRC2 fluor cs	TRb-SRC2 inh	GAA inh
9	x	-3%	-1%	x
10	3%	-3%	-6%	-3%
11	11%	5%	-12%	-3%
12	4%[21.6 µM]	-1%[53 µM]	-5%[53 µM]	x
13	1%	7%	-7%	-3%
14	10%	1%	-8%	2%
15	2%	0%	-2%	x
16	x	2%	3%	-1%

Down the list, from the results shown:
GAA glycogen, compounds 9–16: x, 7%, -12%, x, 11%, -16%, 3%, 9%
RECQ1 inh, compounds 9–16: -17%, i, -7%, i, -9%, -3%, 25%, -3%

Continued.
#	SMILES	GAA spleen mod	L3MBTL1 block	RECQ1 inh	GAA glycogen
17	Cc1cc(NC(=O)CN2CCCCC2C)no1 (stereo unspecified)	0%	4%	-5%	2%
18	CC(=O)N(CN1C(=O)c2ccccc2C1=O)c1cccc(C)c1	3%	-3%	-5%	10%
19	COc1cccc(N(C(=O)Cn2nnc(-c3cccs3)n2)C(C(=O)NC2CCCCC2)c2ccncc2)c1 (stereo unspecified)	-8%	12%	-9%	6%
20	O=C(O)CCCC(=O)Nc1ccc(-n2ccc(C(F)(F)F)n2)cc1	9%	2%	i	5%
21	CCC(C)NC(=O)CCC(=O)NNc1nc2ccccc2c2nc(C)nn12 (stereo unspecified)	-8%	9%	3%	u
22	Clc1ccc(-c2nnc(C3CCCCC3)o2)cc1	0%	x	-2%	-10%
23	Cc1ccc(CNC(=O)/C=C/C(=O)O)cc1	1%	x	-14%	3%
24	COc1ccc(CNc2nc3ccccc3n2CCN2CCCCC2)c(OC)c1	-3%	-9%	-10%	5%

#	RGS12 GoLoco inh	TR SRC2 fluor cs	TRb-SRC2 inh	GAA inh
17	4%	0%	-1%	-3%
18	-1%	0%	-3%	7%
19	9%	-3%	3%	0%
20	2%	-3%	-1%	x
21	6%	3%&-3%	1%&-1%	1%
22	-43%	2%	4%	-5%
23	-2%	0%	-6%	3%
24	11%	1%	0%	-5%

In the list so far, these have an aryl methoxy group:
#	SMILES	GAA spleen mod	L3MBTL1 block	RECQ1 inh	GAA glycogen
19	COc1cccc(N(C(=O)Cn2nnc(-c3cccs3)n2)C(C(=O)NC2CCCCC2)c2ccncc2)c1 (stereo unspecified)	-8%	12%	-9%	6%
24	COc1ccc(CNc2nc3ccccc3n2CCN2CCCCC2)c(OC)c1	-3%	-9%	-10%	5%

#	RGS12 GoLoco inh	TR SRC2 fluor cs	TRb-SRC2 inh	GAA inh
19	9%	-3%	3%	0%
24	11%	1%	0%	-5%

Continuation.
#	SMILES	GAA spleen mod	L3MBTL1 block	RECQ1 inh	GAA glycogen
25	COc1ccccc1/C=N/NC(=O)CSc1cc(C)nc2ccccc12	1%	5%	i	-18%
26	O=C(NCc1ccc(-c2nc3ccccc3s2)cc1)c1cc2ccccc2o1	-14%	12%	0%	15%
27	Fc1cc(NC(=S)NCc2ccc(CNC(=S)Nc3ccc(Cl)c(F)c3)cc2)ccc1Cl	-9%	x	4%	2%
28	CCCc1nc(SCC(=O)N2CCCC2)c2ccccc2n1	-1%	1%	-6%	5%
29	CN(Cc1cccnc1)C(=O)CC1C(=O)NCCN1Cc1ccc(-c2ccccc2)cc1 (stereo unspecified)	-6%	x	-5%	-3%
30	O=C(Nc1ccc2c(c1)oc1ccccc12)C1CC1	-11%	-3%	-9%	8%
31	COc1ccc(-n2nnnc2SCC(=O)NCc2cccs2)cc1	7%	15%	i	-8%
32	COc1ccc(C2=N[C@@H](C(C)C)CO2)cc1	1%[181 µM]	x	-14%[126 µM]	x

#	RGS12 GoLoco inh	TR SRC2 fluor cs	TRb-SRC2 inh	GAA inh
25	1%	-3%	-2%	8%
26	x	3%	0%	-4%
27	0%	-1%	0%	x
28	1%	1%	-3%	-12%
29	-8%	-3%	-6%	-13%
30	4%	-1%	-1%	u
31	8%	-1%	-1%	8%
32	-10%[136 µM]	2%[201 µM]	0%[201 µM]	x

Next part:
#	SMILES	GAA spleen mod	L3MBTL1 block	RECQ1 inh	GAA glycogen
33	COC(=O)CSc1nccc(-c2ccc(F)cc2)c1C#N	-1%	37%[activator]	i	20%
34	COc1ccc(NS(=O)(=O)c2ccc(Cl)c(C(=O)O)c2)cc1S(=O)(=O)N1CCCCC1	0%	-14%	-4%	0%
35	CCOc1ccc(-n2c(C)cc(/C=N/Nc3nc(C)cc(=O)[nH]3)c2C)cc1	0%	-10%	i	10%
36	CCn1c(=NC(=O)CSC(C)=O)sc2ccccc21	2%	x	i	4%
37	O=C1C(=O)N(Cc2cccc([N+](=O)[O-])c2)c2ccccc21	-4%	-13%	-6%	6%
38	O=C(CSc1nc(-c2ccccc2Cl)ns1)NCc1ccc2c(c1)OCO2	1%	8%	-4%	-2%
39	Nc1c(C(=O)c2ccco2)oc2ccccc12	-2%	-15%	i	-3%
40	c1ccc2c(Nc3nncs3)c3ccccc3nc2c1	-3%	x	i	3%

#	RGS12 GoLoco inh	TR SRC2 fluor cs	TRb-SRC2 inh	GAA inh
33	4%	-2%	3%	9%
34	-26%	-1%	-5%	u
35	10%	-1%	0%	x
36	8%	-1%	0%	-4%
37	-5%	-1%	3%	-9%
38	0%	1%	6%	4%
39	10%	-1%	-2%	4%
40	3%	-6%	-5%	x

Later entries
#	SMILES	GAA spleen mod	L3MBTL1 block	RECQ1 inh	GAA glycogen
41	COc1cc(-c2cc(-c3ccc(O)cc3)nc(N)c2C#N)ccc1O	0%	-25%	0%	10%
42	O=C(O)c1cc2ncc(-c3[nH]ncc3[N+](=O)[O-])cn2n1	1%	x	16%	-9%
43	O=C(CSc1nc2ccc(Cl)cc2[nH]1)NCCc1ccccc1	-1%	-3%	0%	11%
44	O=C(CN1CCN(CC(=O)Nc2ccccc2F)CC1)Nc1ccc2c(c1)OCCO2	x	14%	-3%	4%
45	CCC(C)C(NC(=O)c1ccc(Cl)cc1Cl)C(=O)O (stereo unspecified)	0%	7%	-2%	-4%
46	O=C(CCc1n[nH]c(=O)[nH]c1=O)N/N=C/c1ccc(Br)o1	4%	x	i	-1%
47	CCOC(=O)N1CCC(N2C(=O)c3ccccc3C2Nc2ccc(S(=O)(=O)N3CCOCC3)cc2)CC1 (stereo unspecified)	-6%	x	-2%	-14%
48	O=C(NCC1CCN(c2ccc(S(=O)(=O)N3CCOCC3)cc2)CC1)c1cccc(Cl)c1	-3%	x	-4%	-4%
49	CCNc1ccc(C(=O)O)cc1N	2%	-5%	-7%	u
50	O=C(COc1ccccc1F)N1CCN(S(=O)(=O)/C=C/c2ccccc2)CC1	0%	6%	-8%	2%
51	CCc1ccc2oc(-c3cc(N)cc(C)c3O)nc2c1	6%	x	-7%	u

#	RGS12 GoLoco inh	TR SRC2 fluor cs	TRb-SRC2 inh	GAA inh
41	2%	-3%[53 µM]	-2%[53 µM]	7%
42	5%	-2%	-1%	-3%
43	7%	0%	5%	0%
44	12%	-2%	10%	-2%
45	6%	-1%	-3%	-3%
46	2%	-3%	4%	-1%
47	-1%	2%	6%	-12%
48	11%	1%	-11%	-8%
49	-63%	u	u	2%
50	-7%	0%	4%	-3%
51	84%[activator]	3%	1%	-9%

Source: PubChem (National Center for Advancing Translational Sciences (NCATS))

These rows are one share of the data. The share of hits here may be higher or lower than overall.
